S100A4 inh HTS = S100A4-myosin IIA interaction inhibition; P26447; S100A4/TAMRA-MyoIIA peptide fluorescence polarization; inhibition, % at 10.7 µM; actives 0.14% (n = 360,000); AID 652163;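 active = mean inhibition of at least 70% across replicates, with every replicate also reaching that level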
Target sequence (P26447 whole entry, looked up): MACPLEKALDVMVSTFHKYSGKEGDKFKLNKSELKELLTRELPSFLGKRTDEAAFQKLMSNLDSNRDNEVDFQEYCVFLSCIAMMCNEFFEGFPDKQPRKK
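Material: S100A4 monomer (human). Medium: Calcium-containing HEPES buffer, pH 7.2. Probe or stimulus: labelled myosin peptide probe, 5 nM. Compound dosing: one concentration per compound. Timing: polarization read 5 min after assay mix addition, stable 5–60 min. Benchmarks: DMSO as neutral control, TFP as positive control.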
CASP6 VEID inh = blocks human caspase-6 cleavage activity; P55212; purified caspase-6, Z-VEID-R110 cleavage fluorescence; inhibition, % at 12.5 µM; actives 0.53% (n = 350,000); AID 686996;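 active = mean inhibition across replicates at least about 35%, with every replicate also reaching that limit, limit read from the data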;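 note: 0% = median of neutral control wells and 100% = no fluorescence left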
Target sequence (P55212 24-179 limits assumed): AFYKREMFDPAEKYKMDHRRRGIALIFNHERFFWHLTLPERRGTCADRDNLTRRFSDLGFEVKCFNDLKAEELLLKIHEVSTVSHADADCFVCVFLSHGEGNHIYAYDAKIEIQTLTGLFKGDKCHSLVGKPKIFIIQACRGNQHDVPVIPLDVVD
Target sequence (P55212 194-293 limits assumed): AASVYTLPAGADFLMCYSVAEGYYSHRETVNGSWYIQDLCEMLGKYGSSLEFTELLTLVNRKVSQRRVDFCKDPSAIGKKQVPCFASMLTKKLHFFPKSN
Statin myotox sup = suppressors of simvastatin-induced myotoxicity in C2C12 myotubes; ATP luminescence, 48 h; scaled: DMSO 0, geranylgeraniol control 100; rescue of ATP level, % at 7.49 µM; actives 0.78% (n = 330,000);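 active = mean ATP rescue above about 67%, or every replicate alone reaching that limit, limit read from the data, passing the limit was not always enough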;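 note: myotubes were challenged with 10 µM simvastatin during compound exposure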
FN deposit inh = fibronectin deposition inhibition; actives 0.086% (n = 350,000); AH1F fibroblasts, Alexa488-fibronectin deposition fluorescence, overnight; AID 743247; inhibition, % at 12.6 µM;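 active = mean inhibition across replicates of 30% or more, regardless of how many single replicates reach that level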;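 note: positive control wells lacked labelled fibronectin entirely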
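Assay system: AH1F fibroblast monolayer, labelled fibronectin deposition. Amount: 10000 cells per well. Also added: labelled fibronectin 24 nM. Compound: single-point pinned compound. Incubation: cell attachment 1 h, compound and FN exposure overnight. Detection: fluorescence after three HBSS washes, excitation 485 nm, emission 525 nm. Read-out: inhibition of fibronectin deposition signal.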
SIRT5 block = sirtuin-5 (human) deacylase inhibition | Purified SirT5, succinyl-peptide AMC, trypsin-coupled fluorescence | inhibition, % at 15 µM | actives 1.1% (n = 330,000); in the data active = inhibition above about 15%
Target sequence (Q9NXA8 whole entry, looked up): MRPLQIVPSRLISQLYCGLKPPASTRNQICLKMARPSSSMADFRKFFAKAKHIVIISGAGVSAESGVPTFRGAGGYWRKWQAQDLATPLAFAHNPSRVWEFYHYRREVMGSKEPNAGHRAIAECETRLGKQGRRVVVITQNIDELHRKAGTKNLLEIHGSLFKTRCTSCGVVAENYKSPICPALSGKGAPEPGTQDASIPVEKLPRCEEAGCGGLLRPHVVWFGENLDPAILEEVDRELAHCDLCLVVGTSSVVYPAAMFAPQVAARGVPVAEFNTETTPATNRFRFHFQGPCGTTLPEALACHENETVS
esBAF inh = inhibitors of esBAF chromatin remodeling in mouse ES cells; actives 2% (n = 350,000); reporter increase, % at 12.5 µM; Bmi1-luciferase knock-in reporter, 24 h; 100% = twice the neutral-well signal; in the data active = activation above about 40%;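 note: 0% = median of the plate's neutral control wells and 100% = double that signal; a rise in the Bmi1 reporter signal indicates esBAF inhibition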
LGR2 inh = inhibitors of bursicon-induced Drosophila LGR2 receptor cAMP signaling; HEK293 LGR2, CRE-luciferase, bursicon-stimulated, 4 h; actives 0.35% (n = 380,000); AID 720647; inhibition, % at 9.99 µM;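 active = drop in luminescence signal, shown as inhibition above about 50% in the replicate tests, limit read from the data, passing the limit was not always enough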;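 note: agonist challenge used bursicon conditioned medium at about half maximal strength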
An asterisk follows results filed as active; nt = not tested or not shown; & = joins results of further samples. Not all compounds are listed. The share of hits here may be higher or lower than overall.

Molecule,S100A4 inh HTS,CASP6 VEID inh,Statin myotox sup,FN deposit inh,SIRT5 block,esBAF inh,LGR2 inh
CN1C(=O)c2cc(NC(=O)C3CCCC3)ccc2OC[C@H]2O[C@H](CC(=O)Nc3ccccc3)CC[C@H]21,-4,-1,10,-11,-2,2,3
COc1ccc(CN2CCC(n3nccc3NC(=O)CCc3ccccc3)CC2)c(C)c1C,-6,-3,-8,-1,-5,0,-9
O=C(COC(=O)c1ccc(Br)o1)Nc1ncc(Cl)cc1Cl,1,11,nt,16,-1,nt,15
COc1ccccc1NC(=O)C1=C(C)NC2=C(C(=O)CCC2)C1c1ccc(C)o1 (configuration not stated),nt,nt,10,7,nt,0,nt
CO[C@H]1CN(C)C(=O)c2ccc(NC(=O)C3CCOCC3)cc2OC[C@@H](C)N(C(C)=O)C[C@H]1C,-1,0,-23,6,nt,1,5
Cc1ccc(S(=O)(=O)Nc2ccc3c(c2)C(=O)N([C@@H](C)CO)C[C@@H](C)[C@@H](CN(C)S(=O)(=O)c2ccccc2)OCCCC[C@@H](C)O3)cc1,-5,1,nt,-1,13,0,-5
COc1ccccc1CN(C)CC(=O)NC(=O)NC1CCCCC1,4,2,-3,4,-2,-2,-38
CCC(Sc1nc2ccsc2c(=O)n1Cc1ccc(C(=O)O)cc1)C(=O)Nc1ccc(Cl)cc1 (configuration not stated),11,4,12,12,nt,3,-22
Fc1ccccc1CSc1nncn1NCc1cccs1,-11,2,8,-1,-7,15,-5
CCC(=O)N1C[C@H](C)[C@H](OC)CN(C)C(=O)c2cc(NC(=O)c3cc(C)on3)ccc2OC[C@H]1C,nt,nt,1,-1,nt,-1,5
N#Cc1ccc(-c2ccc(OCC(=O)Nc3cccnc3)cc2)cc1,-22,1,10,7,-4,7,-6
NC(=O)CN1CCN(c2nc(-c3ccc(F)cc3)cs2)CC1,nt,nt,-4,-2,nt,8,nt
C=CCN1c2ccccc2[C@]23C[C@@H](C(=O)OC)N(C(=O)c4ccc(Br)cc4)C2=NC(C(=O)OC)=C(C(=O)OC)[C@H]13,0,7,-2,-1,2,2,7
O=C(N[C@H]1CC[C@@H](CCNS(=O)(=O)c2cccc(Cl)c2)O[C@H]1CO)c1ccncc1,4,-2,5,-5,5,2,3
CN(C(=O)c1ccc(NC(=O)Cc2ccc(NC(=O)C3CCN(C(=O)C4CCC4)CC3)cc2)cc1)C1CCCC1,0,0,-3,2,-1,1,-5
COc1ccc(CCNC(=O)c2sc3nc4n(c(=O)c3c2C)CCC4)cc1,-10,2,3,0,2,0,-19
C[C@@H]1CN([C@@H](C)CO)C(=O)c2cc(NC(=O)Cc3ccccc3)ccc2O[C@@H](C)CCCCO[C@H]1CN(C)S(=O)(=O)c1ccccc1,-4,3,nt,1,7,0,0
FCCCOc1ccc(-c2ccnc(-c3ccccc3)n2)cc1,nt,nt,-36,nt,nt,24,-19
CN1C(=O)c2cc(NS(=O)(=O)c3ccc(F)cc3)ccc2OC[C@@H]2O[C@@H](CC(=O)NCC(F)(F)F)CC[C@@H]21,3,0,-29,-8,5,3,-11
C[C@@H]1CN([C@H](C)CO)C(=O)Cc2cc(NC(=O)Nc3ccc(C(F)(F)F)cc3)ccc2O[C@H]1CN(C)S(=O)(=O)c1ccccc1,-6,-1,nt,nt,13,nt,12

Two entries from above in another layout.
Values run as follows: S100A4 inh HTS | CASP6 VEID inh | Statin myotox sup | FN deposit inh | SIRT5 block | esBAF inh | LGR2 inh
- C[C@@H]1CN([C@@H](C)CO)C(=O)c2cc(NC(=O)Cc3ccccc3)ccc2O[C@@H](C)CCCCO[C@H]1CN(C)S(=O)(=O)c1ccccc1
  -4 | 3 | nt | 1 | 7 | 0 | 0
- COc1ccc(CN2CCC(n3nccc3NC(=O)CCc3ccccc3)CC2)c(C)c1C
  -6 | -3 | -8 | -1 | -5 | 0 | -9

(further entries)
Molecule,S100A4 inh HTS,CASP6 VEID inh,Statin myotox sup,FN deposit inh,SIRT5 block,esBAF inh,LGR2 inh
COc1ccc(C(=O)ON=C2CCN(C)CC2)cc1,-4,-1,nt,12,-6,nt,-9
Cc1sc2ncnc(NS(=O)(=O)c3ccc(Cl)cc3)c2c1C,-2,5,13,3,4,-7,9
C/C(=N\N=C1\NC(=O)C(CC(=O)O)S1)c1ccccn1 (configuration not stated),4,-7,nt,-4,6,nt,4
CCOC(=O)c1nn(-c2ccc(C)cc2)c(=O)cc1OCC(=O)Nc1cccc(OC)c1,0,2,nt,9,-8,nt,2
COc1ccc(S(=O)(=O)Nc2ccc3c(c2)CC(=O)N([C@H](C)CO)C[C@@H](C)[C@@H](CN(C)C(=O)Nc2c(C)noc2C)O3)cc1,10,3,-15,3,1,0,3
O=C(COC(=O)c1ccccc1)NC1CCCCCC1,2,-2,2,-3,-6,0,-73
C[C@@H]1CN([C@@H](C)CO)C(=O)c2cc(NS(=O)(=O)c3cn(C)cn3)ccc2O[C@@H](C)CCCCO[C@H]1CN(C)Cc1ccncc1,-9,-1,nt,nt,0,2,1
O=C(NCC[C@H]1CC[C@@H](NC(=O)c2cccnc2)[C@H](CO)O1)Nc1ccc(F)cc1,6,1,5,nt,4,0,33
COc1cccc(NC(=O)N2CC(=O)N3[C@H](CO)[C@@H](c4ccc(C#CCC5CCCC5)cc4)[C@H]3C2)c1,-6,0,nt,11,22*,nt,-3
Cc1cc(NC(=O)CCNS(=O)(=O)c2cc(Br)cnc2N)ccc1Br,nt,nt,-31,-5,nt,-8,nt
O=C(Cc1ccc(N2CCNC2=O)cc1)N1CCCC(Nc2ccc(F)c(F)c2)C1 (configuration not stated),-3,3,-33,3,-3,-51,14
O=S(=O)(NCc1cc(-c2ccccc2)no1)c1ccccc1,-1,-1,nt,8,-2,nt,5
O=S(=O)(N[C@H]1CC[C@@H](CCn2cc(-c3cccnc3)nn2)O[C@H]1CO)c1ccc(Cl)cc1,-1,1,-1,9,4,1,-7
O=C(Nc1ccccc1)OCCN1CCOCC1,-26,0,4,1,-1,18,-32
CCCCNC(=O)NNC(=O)COc1cccc(C)c1C,-2,-2,nt,1,-2,nt,17
CCN(CC)c1ccc(/C=N/NC(=O)c2cccc(N3CCCC3=O)c2)cc1,1,0,-17,-16,1,9,-35
CN(C(=O)COC(=O)CNC(=O)c1ccccc1F)C1CCCCC1,8,2,nt,-4,4,nt,0
C[C@@H]1CN([C@H](C)CO)C(=O)c2cc(-c3ccccc3)cnc2O[C@@H]1CN(C)C(=O)Nc1ccccc1,-2,-2,47,nt,0,5,-8
CN1C(=O)c2cc(NS(=O)(=O)c3ccc(F)cc3)ccc2OC[C@@H]2O[C@@H](CC(=O)NCC(F)(F)F)CC[C@H]21,6,2,-10,-10,-2,4,-3
COc1ccc(/C=C/C(=O)NCC2COc3ccccc3O2)c(OC)c1 (configuration not stated),-2,3,9,-8,1,15,-32

In the list so far, these contain a furan ring, fused or not.
Molecule,S100A4 inh HTS,CASP6 VEID inh,Statin myotox sup,FN deposit inh,SIRT5 block,esBAF inh,LGR2 inh
O=C(COC(=O)c1ccc(Br)o1)Nc1ncc(Cl)cc1Cl,1,11,nt,16,-1,nt,15
COc1ccccc1NC(=O)C1=C(C)NC2=C(C(=O)CCC2)C1c1ccc(C)o1 (configuration not stated),nt,nt,10,7,nt,0,nt

New compounds follow.
Molecule,S100A4 inh HTS,CASP6 VEID inh,Statin myotox sup,FN deposit inh,SIRT5 block,esBAF inh,LGR2 inh
Cc1c(C)n(Cc2ccccc2)c2ncnc(NCCCO)c12,-2,2,9,5,1,1,0
COc1ccc(Cc2nnc(SCC(=O)Nc3cc(Cl)ccc3OC)[nH]c2=O)cc1,-3,0,16,-14,0,1,-9
Cc1ccc(CC2CC(=O)N(c3nc4ccccc4s3)C2=O)cc1 (configuration not stated),0,18,nt,nt,-1,nt,-18
CN(C)C(=O)[C@@H]1[C@@H](CO)[C@@H]2Cn3c(ccc(-c4cccc(F)c4)c3=O)[C@H]1N2Cc1ccccc1,-18,-1,1,nt,-3,3,-5
Cc1cc2c(c(=O)n1CCN(C)C)C(c1ccncc1)C(C#N)=C(N)O2 (configuration not stated),nt,nt,-23,9,nt,-5,nt
CC(=O)Oc1ccc(Cl)cc1CN(C(C)=O)C1CCCCC1,-8,-1,-7,4,-1,5,8
O=C(c1ccc2c(c1)OCO2)C1CCCN(C(=O)C2CCOCC2)C1 (configuration not stated),3,-4,nt,4,-5,nt,7
Cc1ccc2c(C)cc(=S)[nH]c2c1,-4,2,nt,nt,nt,nt,-2
COc1ccc(S(=O)(=O)N2[C@@H]3CNC[C@H]2C3c2ccc(-c3ccccc3OC)cc2)cc1 (some centres not stated),18&-7,0&2,nt,6&0,-6&5,nt,-20&-27
O=C(Nc1cccnc1)c1ccc(COc2ccccc2Br)cc1,0,4,-32,0,6,12,-30
COC(=O)C[C@@H]1CC[C@@H]2[C@H](COc3ccc(NS(=O)(=O)c4ccccc4Cl)cc3C(=O)N2C)O1,3,1,-13,2,1,2,-6
COc1ccc(N(CC(=O)Nc2cccc(C)c2)S(=O)(=O)c2ccc(C)cc2)cc1OC,2,1,1,8,nt,-2,6
COc1ccccc1S(=O)(=O)N1CC[C@@H]2[C@H]1c1cc(C#CC3CCCCC3)ccc1N[C@@H]2CO,-37,2,nt,0,2,nt,19
COc1ccc2[nH]c(=O)c(CNc3ccccc3C)cc2c1,-6,0,nt,5,-2,nt,-65
Cc1ccc(-c2ccc(/C=N/NC(=S)Nc3ccccc3)o2)cc1[N+](=O)[O-],nt,nt,-19,0,nt,-4,-3
CC(C)(C)CC(=O)NC(=S)NCc1ccccc1,1,2,nt,-13,-6,nt,-41
COC(=O)[C@@H](NC(=O)NC(C)CCc1ccccc1)C(C)C (some centres not stated),nt,nt,93*,nt,nt,-6,4
Cc1ccc(S(=O)(=O)N2CCOCC2)cc1NC(=O)COC(=O)CNC(=O)c1ccc(C(C)(C)C)cc1,-2,-2,nt,-2,-2,nt,8
COc1cccc(-c2ccc([C@H]3[C@H]4CN(C(=O)C5CCOCC5)CC(=O)N4[C@H]3CO)cc2)c1,-23,-1,nt,nt,1,nt,-5
O=C(C1CC1)N1C[C@H]2[C@@H](c3ccccc31)[C@H](CO)N2C(=O)c1ccccc1,6,6,1,2,0,-3,-1
CC(C)C#Cc1ccc2c(c1)O[C@H](CN(C)C(=O)c1ccccc1)[C@@H](C)CN([C@@H](C)CO)S2(=O)=O,-12,2,-28,nt,9,2,21
C[C@H](CO)N1C[C@H](C)[C@H](CN(C)C(=O)CN(C)C)Oc2ncc(C#Cc3cccnc3)cc2C1=O,3,3,1,nt,-2,7,9
COc1ccc(C2NC(=O)NC(C)=C2C(=O)OCC2CCCCC2)cc1OC (configuration not stated),-3,4,-4,-8,-1,3,6
Cc1cccc(C(=O)NNC(=O)C2CCCCC2)c1O,-18,4,nt,nt,-2,nt,-15
CC1=Nc2cc(C(=O)NCC3CCCO3)ccc2Sc2ccc(C)cc21 (configuration not stated),3,-3,-30,-13,-3,-7,5
COc1ccc(S(=O)(=O)N(C)C[C@@H]2Oc3ccc(NC(=O)Nc4ccc(C(F)(F)F)cc4)cc3C(=O)N([C@H](C)CO)C[C@@H]2C)cc1,-6,1,nt,-2,12,2,5
S=C(NCCc1ccccc1)NC1CCC(NC(=S)NCCc2ccccc2)CC1 (configuration not stated),-7,1,-13,0,0,-8,9
O=S(=O)(c1ccccc1)N1N=C(c2ccc(Cl)cc2)CC1c1ccco1 (configuration not stated),-1,0,-24,-4,0,-5,-4
O=C(/C=C/c1ccccc1[N+](=O)[O-])OC1CCCCC1=O (configuration not stated),0,-5,6,-1,nt,-2,-3
O=C(O)CCC(=O)Nc1cccc(-c2nnc(-c3ccccc3)o2)c1,1,0,12,-6,5,8,10
C=CC[C@@H](CC(=O)N(CCO)Cc1ccccc1)C(=O)NC[C@@H](OC(=O)[C@@H](CC=C)Cc1ccc(F)cc1)c1ccccc1,-14,-1,0,-16,nt,-5,13
O=C(Nc1ccc(F)cc1)Nc1ccc2c(c1)OCO2,-6,0,-5,nt,0,66*,-82
CCCCCOC(=O)Cc1c(O)c2ccccc2[nH]c1=O,nt,nt,-7,nt,nt,0,3
